Compound activity deposited in PubChem by Broad Institute.
BL2 CD40 inh: CD40 pathway inhibition in BL2 cells. 83,000 tested, 0.94% active. BL2 NF-kB luciferase reporter, CD40L-induced, 4 h. inhibition, % at 10 µM;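 active means mean inhibition of at least 50% with a set share of replicates also reaching that level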;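 further: 0% = neutral control wells and 100% = IKK inhibitor VII at 50 µM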
The depositor's hits bear a star; & = joins results of further samples; [ ] = remark or other dose. Not all compounds are listed. The share of hits here may be higher or lower than overall.

SMILES	BL2 CD40 inh
Cc1nnc2n(Cc3ccccc3)c(=O)c3c4c(sc3n12)COC(C)(C)C4	6.8
Nn1c(SCC(=O)NNC(=O)c2ccccc2)nnc1-c1ccccc1F	2.6
CCCCC(=O)Nc1ccc(Br)cn1	-16.0
Cc1noc(C)c1NC(=O)N(C)C[C@H]1OCc2cn(nn2)CCCC(=O)N([C@@H](C)CO)C[C@H]1C	13.2[25 µM]
CC(=O)c1cccc(NC(=O)CCC(=O)c2ccc(F)cc2)c1	-20.9
COCCNCCOc1ccc(C)cc1[N+](=O)[O-]	2.8
Cc1nnc2ccc(-c3ccc(NS(=O)(=O)c4ccccc4F)cc3)nn12	5.7
Fc1ccc2nncc(SCc3ccccc3Cl)c2c1	6.2
CCOC(=O)C1(CCOc2ccccc2)CCN(Cc2ccc(C)o2)CC1	17.6
COc1ccc(S(=O)(=O)N(C)C[C@H]2OCCCC[C@H](C)Oc3ccc(NC(=O)Nc4ccc(F)cc4)cc3C(=O)N([C@@H](C)CO)C[C@H]2C)cc1	3.9
CCS(=O)(=O)N1CC2(C1)[C@@H](c1ccccc1)[C@@H](CO)N2Cc1ccccn1	-2.7[25 µM]
COc1cccc(S(=O)(=O)N2C[C@@H](O)COC[C@H]3O[C@H](CC(=O)N4CCN(c5ccccc5)CC4)CC[C@@H]32)c1	-1.3[25 µM]
Oc1c(C(c2ccc(Cl)cc2)N2CCCC2)cc(Cl)c2cccnc12 (stereo unspecified)	5.0
CC(=O)OC(C(=O)NC1CCCCC1)c1ccccc1F (stereo unspecified)	-0.7
Cc1noc(C)c1S(=O)(=O)Nc1ccc2c(c1)C(=O)N([C@@H](C)CO)C[C@H](C)[C@H](CN(C)Cc1ccc(C(=O)O)cc1)OCCCC[C@H](C)O2	-11.4[25 µM]
O=[N+]([O-])c1ccc(Oc2ccc(-c3nnco3)cc2)c(Cl)c1	3.5
O=C(NCCS(=O)(=O)NCC1CCCO1)c1ccccc1 (stereo unspecified)	9.9
C/C=C/c1ccccc1[C@@H]1[C@@H](C#N)N(C(=O)c2cccnc2)[C@@H]1CO	18.9[25 µM]
O=C(CC1CCCC1)N1CCCC(Nc2cccc(F)c2)C1 (stereo unspecified)	6.3
O=C(c1ccc([N+](=O)[O-])cc1)N(Cc1ccccc1)c1ccccn1	11.0
c1ccc(CN2CCC3(CC2)Nc2ccccc2CO3)cc1	2.9
O=C(CNc1cccc(S(=O)(=O)N2CCCCC2)c1)Nc1ccc(C(F)(F)F)cc1	18.7
CCN(CC(=O)Nc1cc(Cl)ccc1C)C(=O)CSCc1ccccc1	5.4
Nc1ncnc2n[nH]c(Nc3ccc(F)cc3)c12	-8.5[25 µM]
COc1cccc(C(=O)CSc2nnc(-c3cc(OC)c(OC)c(OC)c3)o2)c1	10.6
CC1CC(C)CN(S(=O)(=O)c2ccc(NC(=O)CN3CCCCCC3)cc2)C1 (stereo unspecified)	-0.5
O=S(=O)(c1ccccc1)N1CCn2c(nc3ccccc32)C1	-4.6
COc1ccc(NC(=O)N(C)C[C@H]2Oc3c(NS(=O)(=O)c4c(C)noc4C)cccc3C(=O)N([C@H](C)CO)C[C@H]2C)cc1	-4.9[25 µM]
CSCCC1COC(c2cccs2)=N1 (stereo unspecified)	26.1
Cc1ccc(CN(C)C(=O)CCNS(=O)(=O)c2ccccc2)o1	18.0
COC(=O)c1ccc(C(=O)OC)c(NC(=O)C(C)C)c1	5.2
Cc1ccccc1C(=O)NC[C@@H]1CCCN2CCCC[C@H]12	3.3
Nc1c(C(=O)Nc2ccc3c(c2)OCCO3)nnn1Cc1ccc(Cl)cc1	-53.4
COc1ccc(CN(C)C[C@@H]2OCCCC[C@H](C)Oc3ccc(NC(=O)C4CCCCC4)cc3C(=O)N([C@@H](C)CO)C[C@H]2C)cc1	-0.9[25 µM]
CCn1nccc1C(=O)Nc1nc2ccccc2n1CCN1CCCCC1	-16.7
CCN1[C@@H]2c3ccc(C4=CCCCC4)c(=O)n3C[C@H]1[C@H](CO)[C@H]2C(=O)NCCc1ccncc1	-5.6[25 µM]
CCN1C(=O)c2ccccc2S(=O)c2ccc(C(=O)NCc3ccc(OC)cc3)cc21 (stereo unspecified)	-2.0
C[C@H](CO)N1C[C@H](C)[C@H](CN(C)C(=O)N[C@H](C)c2ccccc2)OCc2ccccc2-c2c(n(C)c3ccccc23)C1=O	8.3
COc1cc(CN2[C@@H]3CNC[C@H]2C3c2ccc(/C=C/c3ccccc3)cc2)cc(OC)c1 (stereo partly specified)	-7.0&25.2
O=C(Nc1ccccn1)C1CCN(S(=O)(=O)c2ccc3ccccc3c2)CC1	0.3
COCC(C)n1c(C)cc(C(=O)COC(=O)CNC(=O)c2ccccc2)c1C (stereo unspecified)	2.8
OC1CCCN(CC(O)c2ccccc2)C1 (stereo unspecified)	2.2
Nc1nc2ccc(Cl)cc2[nH]1	5.7
CCN(CC(=O)Nc1ccc(OC)cc1)C(=O)c1cc(S(=O)(=O)N2CCOCC2)ccc1N1CCCC1	2.4
CCCN(C)C[C@@H]1OCCCC[C@H](C)Oc2ccc(NC(=O)CCCN(C)C)cc2C(=O)N([C@@H](C)CO)C[C@@H]1C	-2.5[25 µM]
CNC[C@@H]1OCCCC[C@@H](C)Oc2ccc(N)cc2C(=O)N([C@H](C)CO)C[C@H]1C	5.3[25 µM]
O=C(Nc1ccccc1)N1CCCCN2[C@@H](CO)[C@H](c3ccc(Br)cc3)[C@@H]2C1	4.7[25 µM]
CN(C)CC(=O)N1[C@H](C#N)[C@H](c2ccc(-c3cccc(C(=O)N(C)C)c3)cc2)[C@@H]1CO	-3.8[25 µM]
O=C(C[C@@H]1C[C@H]2c3cc(NC(=O)C4CCOCC4)ccc3O[C@H]2[C@@H](CO)O1)NCc1cccnc1	-2.5[25 µM]
CCCn1cnc2sc(C(N)=O)c(C)c2c1=O	12.0
CCc1c(C)c(C#N)c2nc3ccccc3n2c1-n1nc(C)cc1C	4.2
CO[C@@H](CN(C)S(=O)(=O)c1ccc(F)cc1)[C@H](C)CN(Cc1ccccc1Cl)[C@@H](C)CO	6.7[25 µM]
COc1ccc(C2C(C(=O)N3CCCC3)c3cc(OC)c(OC)cc3C(=O)N2C)cc1 (stereo unspecified)	5.2
C[C@H](NC(=O)C[C@H]1CC[C@@H]2[C@@H](COc3ccc(NC(=O)C4CCOCC4)cc3C(=O)N2C)O1)c1ccccc1	-5.9[25 µM]
CC(C)N1CCN(c2ccc(S(=O)(=O)N3CCOCC3)cn2)CC1	-14.6
CCCN(Cc1nnc(-c2ccccc2Cl)o1)C(=O)c1cc(S(=O)(=O)N2CCOCC2)ccc1F	-3.0
CCCNC(=O)NCCc1ccncc1	1.2
C=CCNC(=O)CSc1nnc(-c2ccccn2)n1Cc1ccccc1	-0.2
S=C(NCCCN1CCOCC1)NN=C1c2ccccc2-c2ccccc21	-89.8
C[C@H](NC(=O)C[C@H]1C=C[C@H](NC(=O)c2cccnc2)[C@H](CO)O1)c1ccccc1	7.8[25 µM]

Copied from the list:
Entry for COc1ccc(CN(C)C[C@@H]2OCCCC[C@H](C)Oc3ccc(NC(=O)C4CCCCC4)cc3C(=O)N([C@@H](C)CO)C[C@H]2C)cc1 under BL2 CD40 inh: -0.9[25 µM]
Entry for CCCNC(=O)NCCc1ccncc1 under BL2 CD40 inh: 1.2

(next part)
SMILES	BL2 CD40 inh
CN(C)c1ccnc2sc3c(SCc4ccc(Cl)cc4)ncnc3c12	-24.4
O=C(CN1c2ccccc2S(=O)(=O)c2ccccc21)Nc1ccccc1F	-1.7
CCOC(=O)c1[nH]c(C)c(C(=O)N2CCN(C(=O)c3ccco3)CC2)c1C	9.7
CC(C)[C@@H]1CC[C@@H](C)C[C@@H]1P(=O)(c1ccccc1)c1ccccc1	9.8[25 µM]
COc1cc(/C=N/NC(=O)c2cccc(NC(=O)c3ccccc3)c2)ccc1O	-14.5
CC(C)OC(=O)N(C)C[C@H]1OCc2ccccc2-c2c(n(C)c3ccccc23)C(=O)N([C@@H](C)CO)C[C@H]1C	4.4
O=C(COc1ccccc1)Nc1ccc(Cl)cn1	-57.0
O=C1CS(=O)(=O)c2ccccc2N1	3.4
Cc1cc(N2CCOCC2)ccc1/C=C1\NC(=O)N(Cc2ccccc2F)C1=O	2.0
Clc1ccc(C=NN2CCCCCC2)cc1Cl	-25.5
CN(C)C(=O)C1Cc2ccccc2CN1S(=O)(=O)c1cccs1 (stereo unspecified)	19.3
CCN(CC)S(=O)(=O)c1ccc(Cl)c(NC(=O)COc2ccc(OC)cc2)c1	3.9

Random excerpt: 4 compounds from above
SMILES	BL2 CD40 inh
CCN(CC)S(=O)(=O)c1ccc(Cl)c(NC(=O)COc2ccc(OC)cc2)c1	3.9
O=C(CN1c2ccccc2S(=O)(=O)c2ccccc21)Nc1ccccc1F	-1.7
Cc1cc(N2CCOCC2)ccc1/C=C1\NC(=O)N(Cc2ccccc2F)C1=O	2.0
CC(C)OC(=O)N(C)C[C@H]1OCc2ccccc2-c2c(n(C)c3ccccc23)C(=O)N([C@@H](C)CO)C[C@H]1C	4.4

Other compounds:
Structure	BL2 CD40 inh
COc1cccc(C#Cc2ccc3c(c2)O[C@H](CN(C)C(=O)CN2CCOCC2)[C@H](C)CN([C@@H](C)CO)S3(=O)=O)c1	8.9[25 µM]
N#C[C@@H]1[C@H](c2ccc(-c3ccccc3F)cc2)[C@@H](CO)N1C(=O)C1CC1	6.4
N#C[C@H]1[C@@H](c2ccccc2-c2cccc(F)c2)[C@@H](CO)N1C(=O)C1CCOCC1	-3.8[25 µM]
O=C(C1CCCCC1)N1CCCC(c2nc(-c3ccc(F)cc3)no2)C1 (stereo unspecified)	0.0
N#CC1(NC(=O)CSc2nnc(-c3ccccc3F)n2N)CCCCC1	7.5
O=C(Cc1ccc([N+](=O)[O-])cc1)NCCS(=O)(=O)N1CCN(c2ccccc2)CC1	-9.9
C[C@@H]1CN([C@H](C)CO)S(=O)(=O)c2ccc(-c3cccc(C#N)c3)cc2O[C@H]1CN(C)C(=O)c1ccccc1	-3.6[25 µM]
CCOC(=O)c1cc(NC(=O)N(C)C2CCCCC2)c(C)nc1C	-2.1
CN1CCN(C(=O)[C@@H]2[C@@H](CO)[C@@H]3Cn4c(ccc(-c5ccncc5)c4=O)[C@@H]3N2CC2CC2)CC1	-7.9[25 µM]
COc1ccc(CNC(=O)N(C)C[C@H]2OCc3ccccc3-c3ccccc3C(=O)N([C@H](C)CO)C[C@H]2C)cc1	-10.3[25 µM]
Cn1c(=O)[nH]c(=O)c2c1nc(CN1CCOCC1)n2CCCO	5.5
O=C(Nc1nnc(-c2ccco2)o1)C1CC1	4.1

Filtered by structure: those above with an NH in an aromatic ring
Structure	BL2 CD40 inh
Nc1ncnc2n[nH]c(Nc3ccc(F)cc3)c12	-8.5[25 µM]
Nc1nc2ccc(Cl)cc2[nH]1	5.7
CCOC(=O)c1[nH]c(C)c(C(=O)N2CCN(C(=O)c3ccco3)CC2)c1C	9.7
Cn1c(=O)[nH]c(=O)c2c1nc(CN1CCOCC1)n2CCCO	5.5

More compounds:
Structure	BL2 CD40 inh
Cn1c(=NC(=O)C2CCCCC2)sc2cc([N+](=O)[O-])ccc21	-50.1
C=CCN1CCc2cc(O)c(O)cc2C(c2ccccc2)C1 (stereo unspecified)	3.9[25 µM]
CC(=O)c1ccc(N2CCN(C(=O)c3cn(Cc4ccccc4)nc3-c3cccnc3)CC2)c(F)c1	-6.5
O=C(C[C@@H]1C[C@H]2c3cc(NC(=O)c4cccnc4)ccc3O[C@H]2[C@H](CO)O1)NCc1cc(F)ccc1F	-3.1[25 µM]
COc1ccc(CNC(=O)CC2C(=O)NCCN2CC(C)(C)C)c(OC)c1 (stereo unspecified)	21.1
Cc1ccccc1NC(=S)N(CCc1c(C)[nH]c2ccc(F)cc12)Cc1cccnc1	-0.3
COc1ccc(S(=O)(=O)Nc2ccc3c(c2)C(=O)N([C@@H](C)CO)C[C@@H](C)[C@H](CN(C)C(=O)Nc2c(C)noc2C)OCCCC[C@@H](C)O3)cc1	4.3[25 µM]
Nn1c(Nc2ccccc2)nc2ccccc2c1=O	-4.8
C[C@@H]1CN([C@@H](C)CO)C(=O)c2ccccc2-c2ccccc2CO[C@H]1CN(C)C(=O)[C@H](Cc1ccccc1)N(C)C	-4.0[25 µM]
COCC(=O)NCc1ccc2c(c1)OCO2	1.4
CS(=O)(=O)c1ccc(Cl)c(NC(=O)c2cccc(-n3cnnn3)c2)c1	10.9
COc1ccc(C(=O)COC(=O)c2cc(C)no2)c(OC)c1	16.7
O=C(C1CCOCC1)N1CC(=O)N2[C@@H](CO)[C@H](c3ccc(C#CC4CCCC4)cc3)[C@@H]2C1	-9.0
Cc1cc2c(cc1C)N(C(=O)CCl)CC(=O)N2	33.8
Cc1ccc(OCC(=O)N(C)Cc2ccccc2)c([N+](=O)[O-])n1	5.9
Cc1noc(C)c1NC(=O)N(C)C[C@@H]1OCCCC[C@H](C)Oc2ccc(NC(=O)Nc3ccc(C(F)(F)F)cc3)cc2C(=O)N([C@H](C)CO)C[C@@H]1C	28.4[25 µM]
O=C(CNC(=O)c1ccccc1)OCc1cccc(Br)c1	6.5
COCC(=O)N1CC2(C1)[C@H](c1ccc(-c3ccc(C)cc3)cc1)[C@H](CO)N2C(C)=O	-11.2[25 µM]
COc1ccc(-c2ccccc2[C@H]2[C@@H](C#N)N(C(=O)NC3CCCC3)[C@H]2CO)cc1	8.7
CC(=O)NNC(=O)c1cc2c3ccccc3n(C)c2s1	12.0
COc1ccc(NC(=O)CSc2cc(C)ccc2C)cn1	3.2
COc1ccc(OC(F)(F)F)cc1CC1(C)C(=O)Nc2ccc(S(=O)(=O)NC3CCCCC3)cc21 (stereo unspecified)	29.6
CCc1ccc(C2=NN(CCC(=O)NC3CCCCCC3)C(=O)CC2)cc1	-5.4
CCCNc1ncnc2sc(C)c(C)c12	15.5
O=C(NCCOc1ccccc1)c1ccccc1NC(=O)C1CCCO1 (stereo unspecified)	-55.9
CCCNC(=O)N[C@H]1C=C[C@@H](CC(=O)N2CCN(C)CC2)O[C@@H]1CO	-2.3[25 µM]
